# Jurkat NFkB inh: lowers PMA/ionomycin-induced NF-kB signal in Jurkat cells; PMA/ionomycin-induced NF-kB luciferase reporter, luminescence; inhibition, % at 4 µM; 0.53% of 330,000 active; AID 435003
# UBC13 inh: human UBC13 polyubiquitination inhibition | P61088 | UBC13 polyubiquitin chain formation, TR-FRET | inhibition, % at 20 µM | 0.47% of 330,000 active; in the data active = inhibition above about 45%, passing the limit was not always enough
# Target sequence (P61088 whole entry, looked up): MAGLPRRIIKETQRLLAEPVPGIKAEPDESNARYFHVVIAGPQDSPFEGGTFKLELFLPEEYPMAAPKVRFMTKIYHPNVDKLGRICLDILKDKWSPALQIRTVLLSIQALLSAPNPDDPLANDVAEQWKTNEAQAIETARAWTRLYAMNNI
# SENP8 inh: inhibitors of human SENP8 protease. Q96LD8. purified SENP8, Z-RLRGG-aminoluciferin cleavage, luminescence. inhibition, % at 10 µM. 1.2% of 330,000 active
# Target sequence (Q96LD8 whole entry, looked up): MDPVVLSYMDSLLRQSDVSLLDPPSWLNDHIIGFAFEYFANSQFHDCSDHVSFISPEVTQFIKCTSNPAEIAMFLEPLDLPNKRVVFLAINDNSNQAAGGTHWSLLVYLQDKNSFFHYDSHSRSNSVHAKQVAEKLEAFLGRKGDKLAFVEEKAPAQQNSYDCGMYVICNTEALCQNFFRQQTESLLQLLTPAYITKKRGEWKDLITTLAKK
# 697 NFkB inh: inhibitors of the PMA/ionomycin-induced NF-kB reporter in 697 B cells | 697 B-cell NF-kB luciferase reporter, 16 h | inhibition, % at 4 µM | 0.33% of 330,000 active | AID 435022; in the data active = inhibition above about 35%
# Apaf-1 inh: inhibitors of human Apaf-1 apoptosome; inhibition, % at 20 µM; reconstituted apoptosome caspase-3 activity, DEVD-Rh110 fluorescence; O14727; 0.71% of 330,000 active; active = inhibition of at least 40% at 20 µM;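 note: plate controls were DMSO wells for no effect and DEVD-CHO caspase inhibitor wells for full effect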
#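 Material: reconstituted apoptosome with Apaf-1, cytochrome c, caspase-9, procaspase-3, dATP. Technique: Rh110 fluorescence intensity. Buffer or medium: pH 7.5 Hepes buffer with CHAPS, BSA, DTT. Times: 30 min plus 50 min, RT.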
# EBI2 block: blocks human EBI2 receptor beta-arrestin signaling. AID 651636. EBI2 beta-arrestin recruitment, luminescence, 7a,25-OHC stimulated. inhibition, % at 5 µM. P32249. 0.81% of 360,000 active; in the data active = inhibition above about 38%;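 note: enzyme fragment complementation signal reports receptor beta-arrestin coupling in cells; 0% = agonist plus DMSO wells and 100% = wells without agonist; some results beyond the cut were filed as inactive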
# Target sequence (P32249 whole entry, looked up, the tested form may be a part): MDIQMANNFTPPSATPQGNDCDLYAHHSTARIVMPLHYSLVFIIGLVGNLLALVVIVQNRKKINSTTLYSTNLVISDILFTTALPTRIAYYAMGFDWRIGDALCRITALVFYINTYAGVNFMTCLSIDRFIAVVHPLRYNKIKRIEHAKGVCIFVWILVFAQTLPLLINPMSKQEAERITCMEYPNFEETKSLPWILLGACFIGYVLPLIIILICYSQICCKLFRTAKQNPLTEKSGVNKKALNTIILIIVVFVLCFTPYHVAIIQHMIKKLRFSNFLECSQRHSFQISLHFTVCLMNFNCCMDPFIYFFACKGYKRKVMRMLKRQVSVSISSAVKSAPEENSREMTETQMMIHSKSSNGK
# CCR6 antag: antagonists of human CCR6 receptor | P51684 | CHO-K1 CCR6 PathHunter beta-arrestin, luminescence, CCL20-stimulated | inhibition, % at 20 µM | 0.49% of 340,000 active;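 active = compounds whose inhibition of the agonist-driven luminescence signal at 20 µM reaches about 50%, limit read from the data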;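 note: cells stimulated with CCL20 at 14 nM final; plate controls were DMSO with CCL20 for no effect and DMSO without agonist for full effect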
# Gli-Sufu block: Gli-Sufu pathway antagonism | 0.74% of 340,000 active | Sufu-KO-LIGHT fibroblasts, Gli luciferase reporter luminescence | inhibition, % at 5 µM | AID 588413;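 active = inhibition above about 55%, limit read from the data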;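 note: 0% = DMSO-treated cells and 100% = wells with medium but no cells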
# * marks the source's active call; other numbers are inactive results; nt = not tested or not shown. Cut-off read from the data, not from the text of the source, unless noted: active = inhibition above about 50%; inactive = the rest.
SMILES,Jurkat NFkB inh,UBC13 inh,SENP8 inh,697 NFkB inh,Apaf-1 inh,EBI2 block,CCR6 antag,Gli-Sufu block
Nc1nc2nonc2nc1N1CCCCC1,-11,-2,4,0,3,0,13,-29
COc1cc(/C=C(\C#N)C(=O)Nc2cccc(C(=O)O)c2)ccc1OCc1ccc(F)cc1,-57,-12,8,2,8,-12,14,-15
COc1ccc(N2CC(C(=O)NCCc3ccc(Cl)cc3)CC2=O)c(OC)c1 (stereo not given),0,-13,-4,-22,9,11,3,4
O=C1c2ccccc2S(=O)(=O)c2cc(C(=O)N3CCN(c4ccc(Cl)cn4)CC3)ccc21,-3,7,5,0,25,-12,-22,-3
COc1c2c(nc3occc13)C(CC=C(C)C)(OC)C(O)CC2 (stereo not given),-3,9,-3,11,17,0,-10,-5
Cc1ccc(C)c2nc(Cl)c(C#N)cc12,-36,-7,-4,-74,7,-1,-1,3
CCN(CC(=O)NCc1ccccn1)S(=O)(=O)c1cc(Cl)ccc1Cl,9,2,10,14,5,-3,7,13
COc1cccc(N2CC(O)=C(c3ccccc3)C2=N)c1,3,5,-6,10,-19,4,-3,-29
COCC(=O)N1CCC(Oc2ccc(C(=O)NC(C)c3csc(C)n3)cc2)CC1 (stereo not given),3,3,8,21,2,-1,10,-9
CC(CNc1ccc([N+](=O)[O-])c2cccnc12)Nc1c([N+](=O)[O-])cc(C(F)(F)F)cc1[N+](=O)[O-] (stereo not given),7,-22,-1,-7,4,10,13,16
CCOC(=O)c1sc(NC(=O)Nc2ccc(Cl)cc2)nc1C,-64,-2,-7,-52,3,23,2,-80
COC(=O)C(C)n1cnc2c(nnn2-c2cccc(Cl)c2)c1=O (stereo not given),12,7,5,10,-2,-11,8,4
COc1ccc(N2CCN(C(=O)COC(=O)c3ccc(C)o3)CC2)cc1,-2,-4,-6,-10,-7,-3,4,0
CCN(CC)c1ccc(CN2CCCCCC2)cc1,3,6,-1,14,-2,-8,13,20
CC(=O)Nc1cccc(NC(=O)CSc2nccn2Cc2ccccc2)c1,14,-10,0,-37,-5,2,3,14
C=CCn1c(SCC(=O)c2ccc(CNC(C)=O)o2)nc2scc(C3CC3)c2c1=O,2,4,3,-6,17,12,19,4
CC(=O)c1sc(NC(=O)c2ccccc2F)nc1C,-90,-8,83*,-124,3,-8,0,-77
COCc1cc(C)nc(OCC(=O)N/N=C/c2ccco2)c1C#N,-3,9,1,21,-7,-6,7,0
Cn1c(Cl)c(/C=N/OC(=O)C2CC2)c2ccccc21,-6,4,-4,7,-1,-6,9,-2
Cc1cc(C)nc(CCNC(=O)c2cc(COc3ccc(F)cc3Cl)on2)n1,6,0,4,15,-5,-1,2,2
CCOC(=O)N1CCN(c2nc(C)c3c(n2)CC(C)CC3=O)CC1 (stereo not given),-1,-7,7,-11,11,4,-6,-1
COc1ccc(C(O)P(=O)(OCC(C)C)OCC(C)C)c(OC)c1 (stereo not given),-8,0,3,13,-5,-6,7,-3
O=C(/C=C/c1cccc(Br)c1)Nc1nn[nH]n1,-3,-12,-5,5,8,nt,16,-1
Cc1ccc2nc(N3CCN(C(=O)c4ccc(F)cc4)CC3)c(C#N)cc2c1,-13,2,-10,-22,13,-2,6,-1
Cc1nnc(SCC(=O)N/N=C/c2cn(-c3ccccc3)nc2-c2ccccc2)n1-c1ccccc1,-20,1,6,-1,24,16,-10,-3
CC(=O)N(c1ccccc1)c1c(F)c(F)c(F)c(F)c1F,-11,8,-3,2,-9,2,4,-4
COCC(C)NCc1cccc([N+](=O)[O-])c1 (stereo not given),3,6,3,10,-7,-4,6,2
COc1ccc(N(CC(=O)Nc2cccc(N(C)S(C)(=O)=O)c2)S(=O)(=O)c2ccc(F)cc2)cc1,2,-2,0,5,-2,3,13,-3
Cc1ccc(CNC(=O)CNS(=O)(=O)c2ccc(Br)s2)cc1,1,0,-3,5,6,3,7,14
COc1cccc(C(=O)COc2cccc(NC(=O)c3cccc([N+](=O)[O-])c3)c2)c1,-2,38,-14,-15,11,-1,20,-2
Cc1ccc(S(=O)(=O)c2ccc(Cl)cc2)cc1S(=O)(=O)N(C)CC(=O)O,-10,-9,-7,-30,10,-9,16,-9
CCOC(=O)C1CCCN(C(=O)c2ccc3nc(-c4cccc(OC)c4)oc3c2)C1 (stereo not given),13,4,13,-12,17,5,13,-32
Cc1ccccc1C(=O)N1CCN(c2nc(N3CCOCC3)nc(N3CCOCC3)n2)CC1,-9,-6,0,2,3,4,34,nt
CC(C)CNC(=O)C(=O)NCCC1CCCCN1S(=O)(=O)c1cccs1 (stereo not given),4,4,-5,4,-1,4,4,-10
O=C(C[C@@H]1C/C=C/CC[C@H](Cc2ccc(F)cc2)C(=O)OC[C@@H](Cc2ccccc2)NC1=O)N[C@H](CO)Cc1ccccc1,-1,-4,8,4,10,-3,-5,-11
O=C(NCCN1CCOCC1)C(=O)NCC1OCCCN1S(=O)(=O)c1cc(F)ccc1F (stereo not given),5,-4,-7,10,-2,-2,-21,19
COc1ccc(Cl)cc1NC(=O)CN(C)CC(=O)Nc1ccc(Br)cc1,0,29,-2,18,9,9,-1,1
CCSc1nnc(NC(=O)[C@@H](NC(=O)c2ccc(C(C)(C)C)cc2)C(C)C)s1,-8,-8,4,-8,22,3,0,9
CC1(C)Cc2cccc(OCC(=O)NCc3ccccc3F)c2O1,-9,7,3,19,2,-7,11,-9
CC(=O)N1CCN(c2nnnn2-c2ccccc2)CC1,-3,5,-2,13,-2,-2,8,-3

# Individual results from the results shown.
# `Cc1ccc(CNC(=O)CNS(=O)(=O)c2ccc(Br)s2)cc1` | CCR6 antag = 7
# `Cc1ccc(S(=O)(=O)c2ccc(Cl)cc2)cc1S(=O)(=O)N(C)CC(=O)O` | CCR6 antag = 16

# (cont.)
SMILES,Jurkat NFkB inh,UBC13 inh,SENP8 inh,697 NFkB inh,Apaf-1 inh,EBI2 block,CCR6 antag,Gli-Sufu block
Cc1ccsc1/C=N/Nc1nc(Cl)c(Cl)cc1Cl,-53,-7,-7,-28,12,-3,4,-34
CCOC(=O)C(CC(=O)O)NCc1ccco1 (stereo not given),-10,-4,0,-4,3,-11,1,6
CCC(Sc1nc2ccccc2o1)C(=O)O (stereo not given),-1,1,-4,11,-8,-6,-11,0
O=C(Nc1ccc(F)cc1)C1CCCN(S(=O)(=O)c2ccc(-n3cnnn3)cc2)C1 (stereo not given),11,3,-2,-7,2,-1,23,3
Cc1ccc(-n2ccc(=O)c(C(=O)O)n2)cc1,-11,3,4,8,13,2,0,-20
CCOc1ccc(S(=O)(=O)N2CCC(C(=O)N3CCOCC3)CC2)cc1Cl,2,6,-3,19,1,-4,-5,-1
CCn1cc(CNC(=O)c2ccc(Cl)c([N+](=O)[O-])c2)c(C)n1,-4,4,-5,-5,-8,-5,-7,7
Cc1coc(C)c1C(=O)CC1(O)C(=O)N(C)c2ccc(Cl)cc21 (stereo not given),2,-5,-10,9,-10,-10,-10,-5
Cc1nn(CC(=O)Nc2ccc3c(c2)nc2n3CCOC2)c(=O)c2ccccc12,11,-3,-6,11,-12,-3,4,1
O=C(NC1CCCC1)C(c1ccncc1)N(C(=O)c1csnn1)c1ccc(F)cc1 (stereo not given),7,5,-1,10,6,2,-2,29
Cn1c(SCC(=O)Nc2ccc(Br)cc2)nc(O)cc1=O,2,14,5,6,-8,-6,1,2
O=C(NCc1ccncc1)C(=O)Nc1nc(C23CC4CC(CC(C4)C2)C3)cs1,-1,-34,-3,-22,21,9,4,10
COc1ccc(OC)c(/C=N\NC(=O)CSc2nnc(CCCc3ccc(OC)c(C)c3)o2)c1,-7,9,-8,21,17,9,13,-8
CC(C)(C)c1ccc(C(=O)NNC(=O)Cc2cccc3ccccc23)cc1,-5,2,-9,5,12,7,-3,4
Clc1cc(CSc2ccccc2)nc(-c2ccccc2)n1,8,13,-7,-4,10,7,21,10
COc1cc2cc(C)c(SCC(=O)N3CCN(C(=O)c4ccco4)CC3)nc2cc1OC,5,7,-2,1,-12,7,8,-7
COc1ccc(C2(CNC(=O)c3cccs3)CCOCC2)cc1,12,2,6,23,3,8,-4,20
CCc1ccc(-c2c(C)sc(NC(C)=O)c2C(N)=O)cc1,9,-19,-8,-31,10,-5,-6,7
COc1ccc(/C=N/NC(=O)c2ccccc2O)cc1Cn1cc([N+](=O)[O-])cn1,-8,-2,2,2,-1,21,0,-45
CCCNC(=O)Nc1nccs1,2,5,1,14,-10,-4,-9,3

# In a second layout: 14 of the compounds above.
# Fields – Jurkat NFkB inh | UBC13 inh | SENP8 inh | 697 NFkB inh | Apaf-1 inh | EBI2 block | CCR6 antag | Gli-Sufu block
> CCC(Sc1nc2ccccc2o1)C(=O)O (stereo not given)
    -1 | 1 | -4 | 11 | -8 | -6 | -11 | 0
> O=C(Nc1ccc(F)cc1)C1CCCN(S(=O)(=O)c2ccc(-n3cnnn3)cc2)C1 (stereo not given)
    11 | 3 | -2 | -7 | 2 | -1 | 23 | 3
> Cc1ccc(-n2ccc(=O)c(C(=O)O)n2)cc1
    -11 | 3 | 4 | 8 | 13 | 2 | 0 | -20
> CCOc1ccc(S(=O)(=O)N2CCC(C(=O)N3CCOCC3)CC2)cc1Cl
    2 | 6 | -3 | 19 | 1 | -4 | -5 | -1
> CCn1cc(CNC(=O)c2ccc(Cl)c([N+](=O)[O-])c2)c(C)n1
    -4 | 4 | -5 | -5 | -8 | -5 | -7 | 7
> Cc1coc(C)c1C(=O)CC1(O)C(=O)N(C)c2ccc(Cl)cc21 (stereo not given)
    2 | -5 | -10 | 9 | -10 | -10 | -10 | -5
> Cc1nn(CC(=O)Nc2ccc3c(c2)nc2n3CCOC2)c(=O)c2ccccc12
    11 | -3 | -6 | 11 | -12 | -3 | 4 | 1
> O=C(NC1CCCC1)C(c1ccncc1)N(C(=O)c1csnn1)c1ccc(F)cc1 (stereo not given)
    7 | 5 | -1 | 10 | 6 | 2 | -2 | 29
> Cn1c(SCC(=O)Nc2ccc(Br)cc2)nc(O)cc1=O
    2 | 14 | 5 | 6 | -8 | -6 | 1 | 2
> O=C(NCc1ccncc1)C(=O)Nc1nc(C23CC4CC(CC(C4)C2)C3)cs1
    -1 | -34 | -3 | -22 | 21 | 9 | 4 | 10
> COc1ccc(OC)c(/C=N\NC(=O)CSc2nnc(CCCc3ccc(OC)c(C)c3)o2)c1
    -7 | 9 | -8 | 21 | 17 | 9 | 13 | -8
> CC(C)(C)c1ccc(C(=O)NNC(=O)Cc2cccc3ccccc23)cc1
    -5 | 2 | -9 | 5 | 12 | 7 | -3 | 4
> Clc1cc(CSc2ccccc2)nc(-c2ccccc2)n1
    8 | 13 | -7 | -4 | 10 | 7 | 21 | 10
> COc1cc2cc(C)c(SCC(=O)N3CCN(C(=O)c4ccco4)CC3)nc2cc1OC
    5 | 7 | -2 | 1 | -12 | 7 | 8 | -7

# Carrying on:
SMILES,Jurkat NFkB inh,UBC13 inh,SENP8 inh,697 NFkB inh,Apaf-1 inh,EBI2 block,CCR6 antag,Gli-Sufu block
CCOc1ccc(CN2CCN(Cc3nc4c(s3)CCCC4)CC2CCO)cc1 (stereo not given),8,4,-5,8,9,-5,5,-1
Cc1ccc(S(=O)(=O)NC(CC(C)C)C(=O)N2CCC(C)CC2)cc1 (stereo not given),5,4,4,8,-3,-5,16,7
O=C(COc1ccc(Cl)cc1Cl)Nc1ccccn1,49,-2,98*,-11,4,-1,10,-31
COc1ccc(CCNC(=O)c2cc(-c3ccccc3)c(N3CCOCC3)s2)cc1OC,0,2,5,-8,11,15,1,-11

# Bioassay records deposited in PubChem BioAssay by Sanford-Burnham Center for Chemical Genomics.

# An excerpt, so the mix of outcomes need not match the whole.
